Source: PubChem BioAssay
Growth percent in the NCI-60 one-dose screen (48 h, 10 µM unless noted): 100 = growth as untreated, 0 = no growth, -100 = all killed.
TK-10 = TK-10 renal cancer cells; AID 1794769; 81,000 compounds, 3.9% hits
SF-539 = SF-539 CNS cancer; 81,000 compounds, 6.8% hits
SN12C = SN12C renal cancer cells. 81,000 compounds, 3.8% hits. AID 1794767
DU-145 = DU-145 prostate cancer. AID 1794760. 81,000 compounds, 4.2% hits
SF-295 = SF-295 CNS cancer cells. 79,000 compounds, 5.6% hits. AID 1794758
U251 = U251 CNS tumor cells; 80,000 compounds, 5.4% hits
UO-31 = UO-31 renal cancer. AID 1794768. 81,000 compounds, 5.2% hits
PC-3 = PC-3 prostate cancer cells; 80,000 compounds, 3.9% hits; AID 1794754
786-0 = 786-0 renal cancer cells | 81,000 compounds, 5.1% hits | AID 1794775
Active calls of the source: *; / = no result given; & = joins results of further samples. The calls were made as follows: active = growth percent below 10; inactive = the rest.

SMILES	TK-10	SF-539	SN12C	DU-145	SF-295	U251	UO-31	PC-3	786-0
Brc1ccc(N/N=C/c2ccc(-n3cccn3)cc2)cc1	110	106	104	114	93	100	77	87	97
O=[N+]([O-])c1ccc(NCCO)c([N+](=O)[O-])c1	106	94	104	103	103	104	88	96	105
CCOC(=O)C(=O)CC(=O)N1C(=S)NC(=O)C1CC(C)C (stereo not drawn)	106	96	98	108	102	105	84	103	96
O=C(CCn1c[n+](CC(=O)c2ccc(Cl)cc2)c2ccccc21)Nc1cccc2cccnc12	114	105	111	103	111	105	96	107	109
N#C/C(=C\c1c(-c2ccccc2)[nH]c2ccccc12)S(=O)(=O)c1ccccc1	69	-20*	54	21	26	33	51	5.4*	51
NC(Cc1ccc(O)c([N+](=O)[O-])c1)C(=O)O (stereo not drawn)	94	100	96	106	117	97	88	91	99
O=C(N/N=C/C=C\c1ccccc1)C(=O)N/N=C/C=C/c1ccccc1	104	114	93	112	104	107	91	109	104
NC(=O)c1ccc[n+](Cc2ccccc2)c1	108	97	101	101	109	93	94	95	109
Nc1c(Cl)ncnc1NCCO	130	104	106	115	120	106	93	96	107
O=C1CC(C(=O)O)C2(CCCCC2)O1 (stereo not drawn)	102	108	106	113	111	101	87	95	102
CC(c1ccccc1)N(C)C (stereo not drawn)	135	103	100	119	131	102	71	89	104
CCC(Cc1ccccc1)OC(=O)c1ccccc1C(=O)O (stereo not drawn)	117&114	101&92	93&103	121&106	101&104	102&102	82&84	99&96	109&93
OC(c1ccccc1)c1ccc(Cl)cc1 (stereo not drawn)	107	102	109	109	111	98	98	105	109
CSc1nc(S(C)(=O)=O)ncc1C	96	93	93	107	99	95	87	89	101
CC(=O)Oc1ccc2c(c1)Oc1cc(OC(C)=O)ccc1C21OC(=O)c2cc(CC[C@H]3CCC/C=C/[C@@H]4C[C@H](O)C[C@H]4[C@H](O)/C=C/C(=O)O3)ccc21	98	90	63	88	90	/	67	84	123
Cc1cc(C(=O)O)c(C)cc1C(=O)O	115	113	106	120	/	109	74	92	101
O=C(CBr)c1cccc([N+](=O)[O-])c1	95	99	103	108	/	100	85	97	98
COc1ccc(COc2ccc(/C=C3/C(=O)Nc4ccc(Cl)cc43)cc2OC)cc1	118	101	98	112	101	102	69	89	99
O=C(CCc1nnc2sc(/C=C\c3ccccc3)nn12)c1nc2ccccc2[nH]1	113	66	92	98	84	89	70	77	90
O=C(Nc1ccc(OS(=O)(=O)c2ccccc2)cc1)C1CCCCC1	97	80	96	93	90	70	97	73	90
O=C(N/N=C/c1ccccc1O)c1ccccc1O	42	35	41	39	42	36	3.3*	40	26
CCOC(=O)c1nc2c(Br)cc(Br)cn2c1C(=O)c1ccc(Br)cc1	92	85	101	105	79	101	94	103	80
CN1CCc2c(sc3ncnc(N/N=C/c4ccc(O)c(O)c4)c23)C1	112	68	70	91	108	58	56	85	84
CN(C)CN1CCN(c2ccc3nc(-c4ccc5nc(-c6ccc(C(F)(F)F)cc6)[nH]c5c4)[nH]c3c2)CC1	130	66	64	45	61	60	131	68	78
c1ccc(Nc2nnc(-c3cccnc3)s2)cc1	109	103	103	106	96	95	97	97	/
Other records follow:
SMILES	TK-10	SF-539	SN12C	DU-145	SF-295	U251	UO-31	PC-3	786-0
Cc1cc2nc3c(=O)[nH]c(=O)nc-3n(CC(O)C(O)C(O)C(O)CO)c2cc1C (stereo not drawn)	114	108	101	112	103	101	91	97	95
C=CCC(CC=C)(CC=C)C(=O)CC	107	98	105	112	100	105	71	102	108
CCCCCCCC(=O)OC[C@]1(C)CCC[C@]2(C)[C@@H]1CC[C@@]13C[C@@H](OCOC)[C@@](C)(CC[C@H]12)C3	100	106	102	109	111	101	84	102	105
CCOC(=O)c1ccc(N2NC(=O)/C(=C/c3ccc([N+](=O)[O-])o3)C2=O)cc1	106	108	119	113	118	108	100	79	116
O=C(Oc1ccc(-c2ccccc2)cc1)c1ccco1	97	85	103	101	103	101	86	91	104
CSc1nn2c(-c3cc4ccccc4oc3=O)ccnc2c1C#N	224	100	97	108	99	99	70	92	98
NS(=O)(=O)c1nc2ccccc2[nH]1	101	104	101	113	101	85	80	75	103
C=C1C(=O)O[C@H]2[C@H]1CC/C(COC(=O)Nc1nc3ccccc3[nH]1)=C\CC[C@@]1(C)O[C@@H]21	46	61	67	36	107	90	43	67	80
Clc1ccc(-c2nn(-c3ccccc3)cc2-c2nc3ccccc3[nH]2)cc1	109	102	71	95	88	83	61	59	91
CS(=O)(=O)c1ccc(C(=O)N/N=C/c2ccc3c(c2)OCO3)cc1	106	105	99	108	101	92	96	92	102
COc1cc(C(=O)n2nc(N3CCOCC3)c3cc(-n4cccc4)ccc32)cc(OC)c1OC	88	80	69	61	72	69	33	38	17
O=C1Cc2cc(CCN3CCNCC3)c(Cl)cc2N1	89	/	47	/	54	57	63	84	85
CC(=O)Oc1ccccc1C(C)=O	92	101	/	112	104	99	93	82	96
CCCCCC(=O)OCCCC1CCCO1 (stereo not drawn)	104	103	98	105	102	101	72	90	111
CCOc1ccc(-n2nc(C(=O)Nc3cc(F)cc(F)c3)nc2-c2cc(OC)c(OC)c(OC)c2)cc1	97	82	/	98	85	82	54	70	82
CCN(CC)c1ccc(C)cc1	107	105	115	116	107	115	84	88	105
Cc1ccc(/C=N/NC(=O)c2ccc3cccc(O)c3n2)cc1	162	95	95	103	100	106	78	89	109
C=C1SC(=Nc2cccc(OC)c2)N(c2nc(Cl)nc(Cl)n2)C1(C)C	99	105	105	110	102	99	99	105	99
CSc1nc(N)nc2c1ncn2C	93	99	98	108	108	95	95	73	90
O=C(Nc1cccc2[nH]c(C(F)(F)F)nc12)c1cc(Cl)ccc1Cl	4.9*	53	29	54	29	16	-3.2*	15	47
NC(N)=NN=C1CCCCC1	98	97	90	109	99	97	96	90	97
COc1ccc(-c2cnc3sc4c(-c5ccccc5)n[nH]c(=O)c4n23)cc1	113	104	104	108	105	98	77	71	103
COC(=O)[C@@]1(C)CC[C@]2(C)CC[C@]3(C)[C@@H](NC(=O)C[C@@H]4[C@@]5(C)CCC(=O)NC(C)(C)[C@@H]5CC[C@]43C)[C@@H]2C1	89	88	96	101	90	91	89	50	97
CCCCc1oc2ccccc2c1C(=O)c1cc(I)c(O)c(I)c1	117	100	94	104	102	99	84	96	89
CC(=O)Nc1ccc(C(O)c2ccc(NC(C)=O)cc2)cc1	91	98	98	98	99	88	82	89	93

2 of the compounds above, field by field.
Cc1cc(C(=O)O)c(C)cc1C(=O)O
  TK-10: 115	SF-539: 113	SN12C: 106	DU-145: 120	SF-295: /	U251: 109	UO-31: 74	PC-3: 92	786-0: 101
CSc1nn2c(-c3cc4ccccc4oc3=O)ccnc2c1C#N
  TK-10: 224	SF-539: 100	SN12C: 97	DU-145: 108	SF-295: 99	U251: 99	UO-31: 70	PC-3: 92	786-0: 98

Next records.
SMILES	TK-10	SF-539	SN12C	DU-145	SF-295	U251	UO-31	PC-3	786-0
COc1ccc(-n2c(N)c(-c3nc4ccccc4[nH]3)cc(C#N)c2=O)cc1	103	77	85	88	94	103	78	85	92
COc1cc2cc(C(=O)N3C[C@@H](CCl)c4c3cc(OC(=O)N(CCC(=O)N3CCN(C)CC3)C3CCCCC3)c3ccccc43)[nH]c2c(OC)c1OC	-71*	-93*	-83*	-74*	-68*	-63*	-73*	-18*	-96*
O=C(Nc1ccc(Br)cc1)C1(C(=O)Nc2ccc(Oc3ncnc4scc(Nc5n[nH]c(=S)s5)c34)cc2)CC1	145	99	107	109	109	108	71	99	103
COc1cc(-c2nn(C)nc2-c2cc3ccccc3s2)cc(OC)c1OC	65	-9.7*	42	20	9.4*	21	40	22	37
O=c1[nH]nc(-c2ccccc2I)c(=O)[nH]1	122	95	106	105	100	99	71	97	105
OCC1OCOC(CO)C1O (stereo not drawn)	106	97	105	113	103	92	106	103	100
O=C(NCc1cccnc1)c1ncoc1-c1ccc2c(c1)OCCO2	94	108	100	119	112	99	106	113	98
NC(=O)c1cccc(-n2ccc3cc(NC(=O)Nc4cccc(C(F)(F)F)c4)ccc32)n1	82	74	77	85	77	76	96	81	90
CCCCCCCCNc1ncnc2[nH]ncc12	83	94	86	92	72	79	67	73	81
O=C(Nc1ccc(C(=O)/C=C/c2ccc(N3CCOCC3)cc2)cc1)Nc1ccc([N+](=O)[O-])cc1	89	109	97	98	103	86	83	85	111
CC(O)CCNC(C(=O)c1ccccc1)c1ccccc1 (stereo not drawn)	99&103	100&100	103&104	109&112	98&103	102&103	82&86	77&96	111&103
CC(C)(C)OC(=O)N1C/C(=C\c2ccccc2F)C(=O)/C(=C/c2ccccc2F)C1	96	106	98	119	102	113	71	87	98
NC1=NC(c2ccccc2Cl)N=C(Nc2nn[nH]n2)N1 (stereo not drawn)	100	103	107	106	101	97	/	103	103
Nc1nc2ncc(CNc3ccc(C(=O)N[C@@H](CCC(=O)O)C(=O)O)cc3)nc2c(=O)[nH]1	95	101	100	122	101	100	74	93	94
Cc1cc(C)c(NC(=O)c2ccccc2)cc1N	97	96	103	100	101	94	74	88	100
CCOC(=O)c1c(Nc2ccccc2)nn2c(-c3ccccc3)ccnc12	111	92	91	98	93	91	86	93	87
O=C1NC(=S)NC(=O)C1=Cc1cc(-c2ccccc2)n(-c2ccccc2)n1	111	91	92	109	102	99	87	99	95
CCOC(=O)Cc1cnn(C)c1-n1nnc2ccc(Cl)cc2c1=O	94	96	95	111	93	96	78	100	105
NS(=O)(=O)c1cccc(Nc2nc(SCC(=O)c3ccc([N+](=O)[O-])cc3)nc3c2CCC3)c1	117	86	89	95	98	93	77	72	87
O=C(Cc1cccc(Cl)c1)c1ccccc1	107	107	101	98	77	84	81	97	106
CN(C)c1ccc(N=Nc2cccc3ccccc23)cc1	81	97	93	107	91	89	57	76	100
Cc1cc(C(NC(=O)CCCCCNc2cccc3c2C(=O)N(C2CCC(=O)NC2=O)C3=O)c2cccnc2)c(O)c2ncccc12 (stereo not drawn)	19	21	20	35	6.7*	31	19	6.7*	9.1*

21 compounds out of the list, arranged by count of non-hydrogen atoms, ascending.
SMILES	TK-10	SF-539	SN12C	DU-145	SF-295	U251	UO-31	PC-3	786-0
NC(N)=NN=C1CCCCC1	98	97	90	109	99	97	96	90	97
CCN(CC)c1ccc(C)cc1	107	105	115	116	107	115	84	88	105
CC(=O)Oc1ccccc1C(C)=O	92	101	/	112	104	99	93	82	96
Cc1cc(C(=O)O)c(C)cc1C(=O)O	115	113	106	120	/	109	74	92	101
OC(c1ccccc1)c1ccc(Cl)cc1 (stereo not drawn)	107	102	109	109	111	98	98	105	109
CCCCCC(=O)OCCCC1CCCO1 (stereo not drawn)	104	103	98	105	102	101	72	90	111
c1ccc(Nc2nnc(-c3cccnc3)s2)cc1	109	103	103	106	96	95	97	97	/
NC1=NC(c2ccccc2Cl)N=C(Nc2nn[nH]n2)N1 (stereo not drawn)	100	103	107	106	101	97	/	103	103
Brc1ccc(N/N=C/c2ccc(-n3cccn3)cc2)cc1	110	106	104	114	93	100	77	87	97
CCC(Cc1ccccc1)OC(=O)c1ccccc1C(=O)O (stereo not drawn)	117&114	101&92	93&103	121&106	101&104	102&102	82&84	99&96	109&93
CCOC(=O)Cc1cnn(C)c1-n1nnc2ccc(Cl)cc2c1=O	94	96	95	111	93	96	78	100	105
CCOC(=O)c1nc2c(Br)cc(Br)cn2c1C(=O)c1ccc(Br)cc1	92	85	101	105	79	101	94	103	80
CCOC(=O)c1c(Nc2ccccc2)nn2c(-c3ccccc3)ccnc12	111	92	91	98	93	91	86	93	87
O=C(CCc1nnc2sc(/C=C\c3ccccc3)nn12)c1nc2ccccc2[nH]1	113	66	92	98	84	89	70	77	90
NC(=O)c1cccc(-n2ccc3cc(NC(=O)Nc4cccc(C(F)(F)F)c4)ccc32)n1	82	74	77	85	77	76	96	81	90
COc1cc(C(=O)n2nc(N3CCOCC3)c3cc(-n4cccc4)ccc32)cc(OC)c1OC	88	80	69	61	72	69	33	38	17
O=C(Nc1ccc(C(=O)/C=C/c2ccc(N3CCOCC3)cc2)cc1)Nc1ccc([N+](=O)[O-])cc1	89	109	97	98	103	86	83	85	111
COC(=O)[C@@]1(C)CC[C@]2(C)CC[C@]3(C)[C@@H](NC(=O)C[C@@H]4[C@@]5(C)CCC(=O)NC(C)(C)[C@@H]5CC[C@]43C)[C@@H]2C1	89	88	96	101	90	91	89	50	97
CN(C)CN1CCN(c2ccc3nc(-c4ccc5nc(-c6ccc(C(F)(F)F)cc6)[nH]c5c4)[nH]c3c2)CC1	130	66	64	45	61	60	131	68	78
O=C(Nc1ccc(Br)cc1)C1(C(=O)Nc2ccc(Oc3ncnc4scc(Nc5n[nH]c(=S)s5)c34)cc2)CC1	145	99	107	109	109	108	71	99	103
COc1cc2cc(C(=O)N3C[C@@H](CCl)c4c3cc(OC(=O)N(CCC(=O)N3CCN(C)CC3)C3CCCCC3)c3ccccc43)[nH]c2c(OC)c1OC	-71*	-93*	-83*	-74*	-68*	-63*	-73*	-18*	-96*
